Screens: PubChem, several laboratories
DAT uptake mod = changed hDAT dopamine uptake under cocaine IC80, either direction, primary screen, cocaine antagonist project, cell-based, LLC-PK1 hDAT, [14C]-dopamine uptake, MLSMR | LLC-PK1 hDAT cells, [14C]-dopamine uptake with cocaine IC80; actives deviate in either direction | B-score at 10 µM | hit rate 1.3% among 110,000;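 active means Z score or B-score, a plate-position-corrected score, falls beyond the plate's 99.7% confidence bounds, in either direction; inactive means both scores lie inside the 99.7% bounds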;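 further: scored against the spread of the other compound wells on the same plate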
PostGolgi ctrl = growth inhibition of yeast control strain, primary screen, counter-screen for post-Golgi transport modulator project; AID 738, 2007; hit rate 5% among 98,000; inhibition, % at 10 µM; efflux-deficient yeast background strain, growth absorbance A615, 16 h
LYP act = LYP phosphatase activators, primary screen, biochemical, DiFMUP fluorescence, 2 µM | recombinant LYP; 0 = plate median, 100 = signal doubled | activation, % at 2 µM | Tyrosine-protein phosphatase non-receptor type 22 (Homo sapiens), Q9Y2R2 | hit rate 0.11% among 96,000;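 active means activation at 2 µM above a set limit, the mean plus 5 SD, cut at about 37% in these data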
CYP2C9 activ = human CYP2C9 activators, primary screen, biochemical, luminescence | hit rate 1.4% among 96,000 | recombinant CYP2C9, luciferin-H conversion; active compounds read high; factor 1 = untreated enzyme, 0 = blocked | AID 1024, 2008 | Cytochrome P450 2C9 (Homo sapiens), P11712 | activation factor at 5 µM;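 active means activation factor of 2 or more for CYP2C9 at a 5 µM dose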;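 further: 0 = sulfaphenazole-blocked wells and 1 = vehicle-only wells; values of inactives mirror those of a sister screen read the other way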
LYP inh 2 = PTPN22 phosphatase inhibitors, primary screen, biochemical, DiFMUP fluorescence, 2 µM; Tyrosine-protein phosphatase non-receptor type 22 (Homo sapiens), Q9Y2R2; recombinant LYP catalytic domain; inhibition, % at 2 µM; hit rate 0.21% among 96,000;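 active means inhibition at 2 µM at or above a set limit, the screen mean plus 3 SD, cut at about 24% in these data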;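 further: 0% = DMSO with enzyme and 100% = enzyme fully blocked by orthovanadate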
PostGolgi yeast = phenotypic screen on post-Golgi transport, primary screen; post-Golgi transport phenotypic cell assay; inhibition, % at 10 µM; hit rate 0.9% among 98,000;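 further: yeast cells grown in 1536-well plates; yeast grown about 18 h at 30C before absorbance read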
E coli WT exp = growth inhibitors of wild-type E. coli, primary screen, strain BW25113, expanded library, OD600; growth inhibition, % at 100 µM; OD600 absorbance; AID 710, 2007; hit rate 0.15% among 98,000;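 active means growth inhibition above about 50% at one test dose, limit read from the data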;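 further: growth measured after 20 h incubation at 37 °C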
PTK2B oligo ant = antagonists of Pyk2 self-association, primary screen, Q293 cells, FERM NanoBiT luminescence, HTS. z-score (the deposit names both 25 µM and 10 µM). hit rate 0.83% among 99,000. active compounds read low. Protein-tyrosine kinase 2-beta (Homo sapiens), Q14289;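 active means Z-score of -3 or lower, scaled per plate to the spread of control and sample wells; inactive means z-score above -3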;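 further: negative z-score means lost luminescence so less FERM oligomerization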
Target sequence (Q14289 whole entry, looked up): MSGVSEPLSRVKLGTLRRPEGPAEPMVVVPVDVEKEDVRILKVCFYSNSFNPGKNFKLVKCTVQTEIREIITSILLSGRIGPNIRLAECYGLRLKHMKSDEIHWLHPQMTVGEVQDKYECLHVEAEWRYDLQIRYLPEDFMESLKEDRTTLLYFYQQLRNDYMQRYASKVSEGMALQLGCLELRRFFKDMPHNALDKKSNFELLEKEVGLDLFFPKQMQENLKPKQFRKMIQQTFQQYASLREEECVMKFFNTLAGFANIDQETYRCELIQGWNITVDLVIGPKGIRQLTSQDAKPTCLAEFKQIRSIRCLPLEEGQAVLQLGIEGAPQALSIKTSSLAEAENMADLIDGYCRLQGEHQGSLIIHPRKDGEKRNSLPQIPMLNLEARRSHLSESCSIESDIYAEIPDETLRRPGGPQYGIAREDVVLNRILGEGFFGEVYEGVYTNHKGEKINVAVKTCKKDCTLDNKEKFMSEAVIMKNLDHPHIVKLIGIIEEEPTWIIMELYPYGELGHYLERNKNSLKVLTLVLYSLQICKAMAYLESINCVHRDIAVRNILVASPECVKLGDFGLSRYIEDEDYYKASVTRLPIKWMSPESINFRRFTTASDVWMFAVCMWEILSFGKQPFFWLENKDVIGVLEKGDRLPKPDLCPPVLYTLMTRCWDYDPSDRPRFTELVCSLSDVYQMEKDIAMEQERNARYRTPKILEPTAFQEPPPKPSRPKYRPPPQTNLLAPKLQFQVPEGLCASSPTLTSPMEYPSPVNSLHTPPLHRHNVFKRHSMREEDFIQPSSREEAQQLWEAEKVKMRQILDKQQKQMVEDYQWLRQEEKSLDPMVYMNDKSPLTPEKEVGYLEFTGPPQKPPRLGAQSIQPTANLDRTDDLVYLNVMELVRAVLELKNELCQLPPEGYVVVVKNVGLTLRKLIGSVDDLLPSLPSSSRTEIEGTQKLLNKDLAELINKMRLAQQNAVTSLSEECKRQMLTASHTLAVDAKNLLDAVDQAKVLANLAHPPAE
CYP2C9 inhib = blockers of cytochrome P450 2C9 activity – biochemical, luminescence, ADME assay, primary screen; P11712; CYP2C9 Supersomes, luciferin-H conversion; inhibition, % at 5 µM; hit rate 20% among 96,000; AID 777, 2007;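 active means blocking of liver enzyme CYP2C9 beyond about 50% at 5 µM, limit read from the data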; further: values of inactives mirror those of a sister screen read the other way
Starred values were filed as active, the others as inactive; x = not tested or not shown. Unless noted, no stated cut-off is given here; in the data, active means inhibition above about 30%; inactive means the rest.

SMILES	DAT uptake mod	PostGolgi ctrl	LYP act	CYP2C9 activ	LYP inh 2	PostGolgi yeast	E coli WT exp	PTK2B oligo ant	CYP2C9 inhib
CS(=O)(=O)N1CCCC(C(=O)NC2CCCCCCC2)C1 (centres undefined)	1.5	15	x	0.9	x	2	3	0.65	9
Cc1ccc(NC(=O)N(Cc2cc3cc(C)cc(C)c3[nH]c2=O)CC2COCCO2)cc1 (centres undefined)	0.14	7	0	0.8	1	-7	-4	-1.5	19
CCC(C)(C)n1nnnc1C(c1ccccn1)N1CCN(c2cccc(OC)c2)CC1 (centres undefined)	0.24	x	4	x	-4	x	x	0.02	x
O=C(NC1CC1)c1ccc2c(c1)ncn2C1CCCC1	0.14	4	2	0.9	-5	2	-2	-0.31	10
Cc1ccc(C(=O)CSC2=C(C#N)C(c3ccco3)C3=C(CCCC3=O)N2)cc1 (centres undefined)	-0.56	15	x	0.1	x	9	-13	-0.32	92*
O=C(CCC(=O)N(CC(=O)NC1CCCC1)Cc1ccc2c(c1)OCO2)Nc1ccccn1	0.092	-1	3	0.1	-3	-4	-13	-0.45	89*
Cc1nc2cc(-c3ccccc3)ccc2o1	-1.1	x	x	1.1	x	x	x	0.22	-7
CCc1ccccc1NC(=O)CSc1nc2n[nH]c(C)c2c(=N)n1-c1cccc(OC)c1	1.8	x	-2	x	0	x	x	-2.2	x
O=C(c1cc2c(s1)-c1ccccc1OC2)N1CCCC1	-1.1	25	-5	1	2	-1	-5	x	3
Cc1cc2n(c(=O)c1C#N)CCCN2c1ccccc1	-0.38	x	5	x	-4	x	x	-0.07	x
CCCCC(=O)NC1(C(F)(F)F)C(=O)N(Cc2ccco2)C(C)=C1C(=O)OC (centres undefined)	-0.26	4	15	1	-15	0	-1	-0.4	-2
CO/N=C(\CS(=O)(=O)Cc1ccc(OC)cc1)c1ccc(Cl)cc1	-0.35	0	1	0.9	5	-7	-12	-0.44	7
CCCCCc1cc(O)c2c(C)cc(=O)oc2c1	-1	61*	5	0.4	-8	9	-3	-2.7	59*
O=C(O)C1CCCCC1C(=O)NCCc1ccncc1 (centres undefined)	-0.065	-2	14	0.3	-12	-3	-9	1.6	67*
CCOC(=O)C1=C(CSc2nc3c(cc2C#N)CN(C)CC3)OC(N)=C(C#N)C1c1ccc(Cl)cc1 (centres undefined)	-0.017	0	-9	0.6	9	9	4	-0.12	44
CCNC(=S)N/N=C/c1ccc(OCC(=O)Nc2ccc(C)cc2)cc1	-2.9*	4	-2	1	-3	-2	-7	-1.2	2
CSC1=C(C#N)C(c2cccs2)CC(=O)N1C (centres undefined)	x	x	-10	1	8	x	x	x	-1
Cc1c(C(=O)OCCOc2ccccc2)[nH]c2c1C(=O)CCC2	1.1	14	-5	0.1	6	-6	-8	0.29	91*
O=C(CSC1=NCCS1)Nc1nc(-c2ccccc2)cs1	x	8	-3	0.4	3	15	-3	0.91	61*
CCC(=O)Nc1cc(C(=O)OC(C(=O)c2ccc(C)c(C)c2)c2ccccc2)ccc1C (centres undefined)	1.2	9	-10	0.4	10	-1	-6	-1.7	58*
COc1ccccc1NC(=O)c1nnn(CC(=O)Nc2cccc(SC)c2)c1N	0.49	-1	13	1.5	-18	-7	-10	-0.23	-53
N#Cc1nc(Cc2cccc3ccccc23)oc1N1CCOCC1	0.046	5	6	0.8	-6	-7	0	-0.5	17
CCOC(=O)c1nnc(-c2ccc(C)cc2)nc1Sc1ccccc1Cl	-0.004	14	4	0.9	-4	0	-8	-0.19	10
Cc1cc(-c2nn3c(-c4ccccc4)nnc3s2)c2ccccc2n1	-0.56	17	2	0.7	-6	6	-5	-0.44	32
COCCCNC(=O)CN1CCN(Cc2ccccc2Cl)C1=O	-0.018	6	-5	1.2	2	-3	10	x	-17
SMILES	DAT uptake mod	PostGolgi ctrl	LYP act	CYP2C9 activ	LYP inh 2	PostGolgi yeast	E coli WT exp	PTK2B oligo ant	CYP2C9 inhib
COc1ccccc1-c1nnc(SCC(=O)O)n1C	0.34	7	-7	1.1	4	5	-5	-0.07	-10
Cc1ccnc(N/C=C(/NC(=O)c2ccccc2)C(=O)N/N=C\c2ccc(F)cc2)n1	0.36	9	3	0.8	-6	13	2	0.58	20
Cc1ccc(C(=O)n2c3ccccc3c3ccccc32)cc1	-1.8	0	-8	0.2	9	-2	-11	-0.18	78*
COc1ccccc1NC(=O)Nc1ccc(Br)cn1	-0.76	6	x	1	x	0	-13	1.2	0
CCc1ccc(NC(=O)CSc2nnc(COc3ccc4c(c3)CCCC4)o2)cc1	-0.15	-6	6	0.6	-7	-10	-11	-0.29	40
COc1ccc(C(=O)NC(C)c2nc3ccccc3n2C)cc1OC (centres undefined)	1.3	6	x	1	x	-9	0	-0.27	-3
Cc1ccc(Cn2c(=O)c3c(nc4n3CCCN4Cc3ccccc3)n(C)c2=O)cc1	1.3	39*	-1	1	0	6	0	-0.17	1
Nc1ncc(Br)cc1S(=O)(=O)NCCC(=O)Nc1cccc(Cl)c1	0.37	10	-4	0.6	2	6	0	-0.5	41
CCc1nnc(NC(=O)c2ccc(S(=O)(=O)NC3CCCCC3)cc2)s1	0.072	13	-7	0.8	4	-5	-5	-2	20
Cc1ccc(NS(=O)(=O)c2ccc(NC(=O)c3cccs3)cc2)cc1	-1.2	-8	0	0.5	4	-1	2	-0.35	51*
COC(=O)Cc1c(C)c2ccc(OCC(=O)N3CCOCC3)cc2oc1=O	0.23	23	7	1.1	-8	10	0	1.1	-7
CSC1=NCCN1C(=O)c1ccc(S(=O)(=O)N2CCCC2)cc1	1.2	0	x	1.1	x	3	-5	x	-5
O=C(OCc1cc2ccccc2[nH]c1=O)c1ccncc1	2.2	0	-5	x	2	3	-4	-0.56	x
Cc1cc(N(C)C)c(C#N)c(=O)[nH]1	-0.033	4	-2	1.2	0	6	-4	0.05	-18
CCOc1ccc2[nH]c(=O)c(CN(Cc3ccco3)C(=O)c3cccc(F)c3)cc2c1	0.33	8	-4	0.8	4	5	-17	0.06	22
COC(=O)c1ccc(C2C(Oc3ccccc3)C(=O)N2CCc2ccc(F)cc2)cc1 (centres undefined)	-0.74	8	2	0.9	2	-3	-2	-0.24	8
O=C(O)c1cc(-c2ccc(O)cc2)nc2ccccc12	x	2	14	1	-17	-2	2	x	-3
S=C1NCCc2ccc(Cl)cc2C1c1ccccc1Cl (centres undefined)	-0.45	x	-1	x	1	x	x	-1.5	x
COc1ccccc1OCCCn1c(=O)sc2ccccc21	-0.31	16	1	0.3	0	0	1	-0.9	74*
CCS(=O)(=O)Nc1c(C(=O)OC)[nH]c2ccccc12	0.41	2	9	1	-12	-3	5	0.33	3
CCOc1ccccc1NC(=O)C1CCCN(S(=O)(=O)c2ccc(OC)c(C)c2)C1 (centres undefined)	0.47	31*	-4	0.9	1	0	-14	-0.63	5
CC(=O)Nc1ccc(C(=S)NCc2ccco2)cc1	0.2	-7	0	0.9	0	12	-2	0.68	13
COc1ccc(N2COC3c4cccc5cccc(c45)C32)cc1 (centres undefined)	-0.14	x	-5	x	6	x	x	0.58	x
C=CCn1c(=O)c(C(=O)Nc2cccnc2)c(O)c2ccccc21	0.035	x	-2	x	1	x	x	-0.03	x
COc1ccccc1NC(=O)Cc1noc(CSc2nnc(N)s2)n1	0.42	8	-2	0.5	6	-2	0	0.24	48

The closing 4 records of the part before open the next one:
SMILES	DAT uptake mod	PostGolgi ctrl	LYP act	CYP2C9 activ	LYP inh 2	PostGolgi yeast	E coli WT exp	PTK2B oligo ant	CYP2C9 inhib
CC(=O)Nc1ccc(C(=S)NCc2ccco2)cc1	0.2	-7	0	0.9	0	12	-2	0.68	13
COc1ccc(N2COC3c4cccc5cccc(c45)C32)cc1 (centres undefined)	-0.14	x	-5	x	6	x	x	0.58	x
C=CCn1c(=O)c(C(=O)Nc2cccnc2)c(O)c2ccccc21	0.035	x	-2	x	1	x	x	-0.03	x
COc1ccccc1NC(=O)Cc1noc(CSc2nnc(N)s2)n1	0.42	8	-2	0.5	6	-2	0	0.24	48
COc1ccc(CCN2C(=O)C3C4C=CC(C3C2=O)C2C(=O)N(CCc3ccc(OC)c(OC)c3)C(=O)C42)cc1OC (centres undefined)	0.065	19	3	0.7	0	-1	4	-0.04	31
O=C(CSc1ncnc2nc[nH]c12)N1CCOCC1	-0.96	15	8	1.1	-9	8	0	0.91	-12
CN(C)S(=O)(=O)c1ccc(C(=O)N2CCOCC2)cc1	-0.8	4	-11	0.9	8	3	-4	-0.42	10
CN(C(=O)CSc1nc(N)nn1-c1ccccc1)c1ccccc1	2.1	-8	2	0.7	-3	1	10	x	33
O=C(c1ccccc1)c1cccn1CC(=O)N1CCN(c2ccc(F)cc2)CC1	1.1	6	2	1.6	-5	-4	-2	0.54	-63
CCOC(=O)Nc1ccc(NC(=O)OCC)cc1	-0.0049	4	7	1.2	-7	-1	8	-0.1	-16
CC(C)C1Nc2ccc(S(N)(=O)=O)cc2C2C=CCC21 (centres undefined)	1.5	4	12	0.7	-12	5	1	-0.11	25
CCCNc1nc(OC(C(F)(F)F)C(F)(F)F)nc(OC(C(F)(F)F)C(F)(F)F)n1	0.34	10	-4	0.8	7	5	-9	-1.4	17
Cc1cccc(OC(C)C(=O)N(Cc2cccs2)C2CCS(=O)(=O)C2)c1C (centres undefined)	0.029	-4	8	0.6	-8	-8	8	-1.3	38
Cc1ccc2c(c1)nnn2C1CCN(C(=O)c2cccs2)CC1	-0.23	11	0	0.3	-2	4	0	0.48	72*
OC1CCN(c2ncnc3nc[nH]c23)CC1	-2.1	6	x	0.8	x	-8	2	x	19
COc1ccc2c(c1OC)C(=O)N1c3ccccc3C(=O)N(c3ccccc3F)C21 (centres undefined)	-0.87	7	x	1.1	x	2	1	-0.95	-10
Cc1nnc(-c2cnn(C)c2N)n1Cc1ccc(Cl)cc1	0.25	3	-4	0.8	4	4	0	1.4	25
COc1ccc(-n2c(SCc3nnc(-c4ccccc4)o3)nnc2-c2ccccc2)cc1	0.91	17	-2	0.5	6	6	-9	-0.77	47

Ordered by value in PostGolgi yeast (low to high): 6 from the list above
molecule	DAT uptake mod	LYP act	CYP2C9 activ	LYP inh 2	PostGolgi yeast	PTK2B oligo ant	CYP2C9 inhib
OC1CCN(c2ncnc3nc[nH]c23)CC1	-2.1	x	0.8	x	-8	x	19
CCc1nnc(NC(=O)c2ccc(S(=O)(=O)NC3CCCCC3)cc2)s1	0.072	-7	0.8	4	-5	-2	20
CSC1=NCCN1C(=O)c1ccc(S(=O)(=O)N2CCCC2)cc1	1.2	x	1.1	x	3	x	-5
Cc1ccc2c(c1)nnn2C1CCN(C(=O)c2cccs2)CC1	-0.23	0	0.3	-2	4	0.48	72*
Cc1cc(N(C)C)c(C#N)c(=O)[nH]1	-0.033	-2	1.2	0	6	0.05	-18
Cc1ccc(C(=O)CSC2=C(C#N)C(c3ccco3)C3=C(CCCC3=O)N2)cc1 (centres undefined)	-0.56	x	0.1	x	9	-0.32	92*

Some of the entries above, reformatted:
compound | DAT uptake mod | PostGolgi ctrl | LYP act | CYP2C9 activ | LYP inh 2 | PostGolgi yeast | E coli WT exp | PTK2B oligo ant | CYP2C9 inhib
CC(C)C1Nc2ccc(S(N)(=O)=O)cc2C2C=CCC21 (centres undefined) | 1.5 | 4 | 12 | 0.7 | -12 | 5 | 1 | -0.11 | 25
O=C(c1ccccc1)c1cccn1CC(=O)N1CCN(c2ccc(F)cc2)CC1 | 1.1 | 6 | 2 | 1.6 | -5 | -4 | -2 | 0.54 | -63

Compounds were not picked by outcome; overall some 24% were active at least once.
